miR122 inh – blocks miR-122 activity in Huh7 sensor cells; Huh7 miR-122 Renilla luciferase sensor, 48 h; neutral wells = 0, positive control = 100; activation (reporter increase), % at 12.5 µM; 340,000 tested, 0.3% active; AID 602342;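 active means mean replicate activation score at least 90 and every replicate individually at or above 90; inconclusive means only one of the two criteria met; inactive means neither criterion met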;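 further: higher luciferase means less miR-122 activity so hits act as miR-122 inhibitors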
DENV2 CPE rescue – protects cells from dengue virus 2 cytopathic effect | DENV2-infected cells, cytopathic effect rescue, plate reader | CPE inhibition, % at 9.99 µM | 350,000 tested, 1.7% active; in the data active means CPE inhibition above about 20%, passing the limit was not always enough; inconclusive means no clear call, values can overlap the other calls; tested in BHK-21 cells;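 further: 0% = median of neutral control wells and 100% = median of positive control wells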
FN deposition inh – fibronectin deposition inhibition. 350,000 tested, 0.086% active. AID 743247. AH1F fibroblasts, Alexa488-fibronectin deposition fluorescence, overnight. inhibition, % at 12.6 µM;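 active means mean inhibition across replicates of 30% or more, regardless of how many single replicates reach that level; inconclusive means mean under 30% yet at least half of replicates reach 30%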;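 further: positive control wells lacked labelled fibronectin entirely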
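material = AH1F fibroblast monolayer depositing Alexa488-labelled fibronectin into matrix | amount = 10000 AH1F cells/well | buffer or medium = DMEM plus 2% serum, read in PBS | incubation = 1 h cell adhesion before compound, then overnight fibronectin incubation | detection = fluorescence at 485 nm excitation, 525 nm emission | evaluation = percent inhibition as loss of matrix-bound fibronectin fluorescence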
PAX8 reporter – lowers PAX8-driven luciferase in RMG-I cells; 360,000 tested, 1.2% active; inhibition, % at 12.6 µM; RMG-I TPO-luciferase reporter, SteadyGlo, 24 h;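 active means mean replicate inhibition at least 60% with every replicate also reaching 60%; inconclusive means only one of the two criteria is met; inactive means mean below 60% and not all replicates reaching 60%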;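 further: luciferase light reporting Pax8 driven TPO promoter activity; plate controls were median of neutral control wells for no effect and mitoxantrone controls for full effect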
EWS-Fli inh – inhibitors of EWS/Fli oncoprotein transcriptional activity; A673 NR0B1-luciferase reporter, viability-normalised; inhibition, % at 12.6 µM; 350,000 tested, 0.67% active; AID 651661;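 active means mean inhibition of at least 50% after viability correction, with every replicate also passing that limit; inconclusive means mean reaches 50% but only one of two replicates passes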;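 further: firefly luciferase signal divided by Alamar Blue viability fluorescence both relative to DMSO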
F508del corr – correctors of CFTR F508del function in bronchial epithelial cells. CFBE cells, YFP halide quenching; stimulated with forskolin plus potentiator P3; % fluorescence drop versus neutral controls. activity (quench increase), % at 7.58 µM. 350,000 tested, 0.36% active. AID 720511;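 active means mean added fluorescence quench of at least 8% versus neutral control, with both replicates also reaching 8%; inconclusive means only one of the mean or replicate conditions met; inactive means mean below 8% and not both replicates reaching 8%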;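 further: cells transiently co-express mutant CFTR-F508del with the halide-sensitive YFP; corrector assay measuring rescue of mutant channel to the surface after 24 h compound exposure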
INS-1E GSIS act – primary screen for activators of insulin secretion dependent on glucose, INS-1E cells, GLuc reporter luminescence. INS-1E GLuc reporter insulin secretion, 2-3 h. activation, % at 16.6 µM. 370,000 tested, 0.61% active;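 active means lowest replicate activation of at least 40%, so every replicate reaches that level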;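 further: 0% = median of neutral control wells and 100% = median of IBMX positive control wells; some compounds called inactive have numbers as strong as hits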
The depositor's hits bear a star; u = inconclusive; x = no result given; & = joins results of further samples; [ ] = remark or other dose.

SMILES	miR122 inh	DENV2 CPE rescue	FN deposition inh	PAX8 reporter	EWS-Fli inh	F508del corr	INS-1E GSIS act
COc1ccccc1NS(=O)(=O)c1cccc(N2CC(O)=C(c3ccccc3)C2=N)c1	x	u	-5	-6	-5	x	9
Cc1ccc(Nc2nnc(SCC(O)=C(C#N)c3nc4ccccc4[nH]3)s2)c(C)c1	x	3	x	19	3	3.1	x
COc1ccc(S(=O)(=O)N(C)C[C@H]2OCCCC[C@H](C)Oc3ccc(NC(=O)Nc4cccc5ccccc45)cc3C(=O)N([C@H](C)CO)C[C@@H]2C)cc1	-3[16.7 µM]	-5	x	1	2	-0.9	10
Fc1ccc(-c2ccc3c(n2)CCCN3Cc2ccccn2)cc1	x	-8	5	-146	-90	-0.5	x
Cc1cc(C)c(C#N)c(N2CCN(S(=O)(=O)Cc3ccccc3)CC2)n1	x	-6	x	-6	x	-0.7	13
Cc1ccc(C)c(NC(=S)N2CCC(NC(=O)c3cccc(F)c3)CC2)c1	-1	10	-5	-8	7	1.8	-7
CC1CCCC(NC(=O)Cn2cc(C(F)(F)F)cc(Cl)c2=O)C1C (stereo not drawn)	x	3	-11	-2	-7	-1.5	-14
O=C(Nc1ccc(F)cc1)N1C[C@H]2[C@@H](c3ccccc31)[C@H](CO)N2C(=O)c1ccccc1	20[16.7 µM]	-1	x	-50	0	-0.6	-6
COc1ccc(NC(=O)Cn2c(=O)n(-c3ccccc3)c(=O)c3oc4ccccc4c32)c(OC)c1	0	x	-3	-10	x	x	-2
COc1ccc2[nH]c(O)c(N=O)c2c1	x	3	-6	5	-10	x	16
COCCN(C(=O)COC(=O)C(c1ccccc1)c1ccccc1)c1c(N)n(Cc2ccccc2)c(=O)[nH]c1=O	-14	2	-23	1	4	-1.7	-29
CC(Sc1nc(-c2ccccc2)cc(C(F)(F)F)n1)C(=O)Nc1sc2c(c1C#N)CCC2 (stereo not drawn)	-4	u	x	x	-2	-2.4	-3
CCCNC(=O)N1C[C@H]2[C@@H](c3ccccc31)[C@H](CO)N2Cc1cccc(OC)c1	0[16.7 µM]	-7	-12	23	4	-1.4	-1
Cn1c(=O)cc(OCCCC(=O)NCc2cccnc2)c2ccccc21	x	-2	x	15	4	0.1	-5
C[C@@H]1CN([C@H](C)CO)C(=O)Cc2cc(NC(=O)NC3CCCCC3)ccc2O[C@@H]1CN(C)C(=O)Nc1ccc2c(c1)OCO2	1[16.7 µM]	-4	x	-4	-1	-3.0	8
COc1cccc(CN2CC(C(=O)N3CCCC3)CCC2=O)c1 (stereo not drawn)	-2	9	-6	-2	3	0.1	4
CC1(C2CC2)NC(=O)N(CC(=O)Nc2ccc(OC(F)F)cc2)C1=O (stereo not drawn)	-4	-3	-1	11	-5	0.1	-7
CCOC(=O)N1CCc2c(sc3c2c(=O)n(Cc2ccccc2)c(=O)n3Cc2ccccc2F)C1	-8	-9	5	-16	7	1.5	-3
COc1ccccc1S(=O)(=O)N(C)C[C@H]1OCc2cnnn2CCCC(=O)N([C@H](C)CO)C[C@@H]1C	-4	2&0	4&4	12&12&-3	-2&-2&4	-3.7&1.0&4.6	9&-2
CCOc1ccc(NC(=O)CN(C)C(=O)c2ccc3nc(CC)c(CC)nc3c2)cc1OCC	x	-5	-15	1	3	-1.3	12
CN(C)C(=O)CCc1ccc2c3c([nH]c2c1)[C@]1(CCc2ccccc2)[C@@H](C(=O)N2CCCCC2)C[C@H](CC(=O)NC(C)(C)C)C(=O)N1CC3	67	5	-7	3	4	-1.6	x
COc1ccc(CN(C)C[C@@H]2OCCCC[C@@H](C)Oc3ccc(NC(=O)Nc4ccc5c(c4)OCO5)cc3C(=O)N([C@@H](C)CO)C[C@@H]2C)cc1	-12[16.7 µM]	-2	-7	-24	-6	-0.4	-41
CC1CCCC(NC(=O)COC(=O)/C=C/c2ccc(F)cc2)C1C (stereo not drawn)	x	u	3	-7	-4	2.7	4
Cc1ccc(C)c(Sc2ccc(S(=O)(=O)Nc3ccc(C(=O)O)cc3)cc2)c1	x	3	-6	-11	0	-3.1	x
O=C(O)C1C2CCC(C2)C1C(=O)N1CCCC1 (stereo not drawn)	-2	0	-1	-3	-13	-0.2	11
O=C(CSc1nnc(Cc2ccccc2)n1-c1cccc(Cl)c1)NNC(=O)Cc1ccccc1	-3	x	-7	-1	x	x	-7
CN(C(=O)COC(=O)c1ccccc1Nc1ccccc1)c1c(N)n(Cc2ccccc2)c(=O)[nH]c1=O	0	-2	x	13	2	2.7	-5
CCN1CCN(c2ccc(N=Cc3ccccc3O)cc2)CC1	x	-4	3	23	-9	-1.4	4
COCCN(C(=O)COC(=O)CCc1ccccc1OC)c1c(N)n(Cc2ccccc2)c(=O)[nH]c1=O	0	6	-5	9	6	-1.4	5
CCCC(=O)N1CCC2(CC1)CN(C(=O)Cc1ccccn1)[C@H](CO)c1[nH]c3cc(OC)ccc3c12	x	4	-1	x	-4	-2.7	-3
COc1cccc2c(C)nc(Nc3nc(CSc4nnc(C)s4)cc(=O)[nH]3)nc12	-15	x	11	11	x	x	x
O=C(OCc1nnc(-c2ccccc2)o1)c1cc(S(=O)(=O)N2CCOCC2)ccc1F	-1	11	-5	0	0	0.2	-25
N#Cc1cccc(OCC(=O)NC(=O)NCc2ccccc2)c1	x	-1	0	12	3	-2.8	13
Cc1ccc(/C=N/NC(=O)Cn2cnc3ccccc32)o1	4	x	-3	5	x	x	x
Cc1cccc(OCCCC(=O)Nc2ccc(Br)cc2)c1	-3	x	0	1	x	x	x
CC=Cc1ccc2n(c1=O)C[C@@H]1[C@@H](CO)[C@H](C(=O)NCC3CC3)[C@H]2N1C(=O)c1ccccc1 (mixture of isomers)	3[16.7 µM]	u	x	-1	3	-0.2	0
CN(C1CCCC1)C1CCN(C(=O)CNC(=O)/C=C/c2cccc(C(F)(F)F)c2)CC1	10	-16	0	4	2	0.6	7
O=C(NC1=NCCS1)c1ccc(Br)s1	-5	x	-2	x	x	x	20
COc1ccc(/C=N/n2c(=O)[nH]c3c([nH]c4ccc(C)cc43)c2=O)cc1CN1CCOCC1	-5	-2	x	x	2	0.9	-1
O=C(COC(=O)/C=C/c1ccccc1Cl)NCC1CCCO1 (stereo not drawn)	-1	13	4	9	9	1.8	10
CCOc1ccc(C(=O)CCC(=O)N(CC)CC(=O)NCc2ccc(Cl)cc2)cc1	-8	4	1	4	-2	2.8	-10
CC(=O)N1CCCC(C)(C(=O)Nc2ccc3nc(C)ccc3c2)C1 (stereo not drawn)	x	7	4	0	-6	0.9	9
CC(=O)N(C)C[C@@H]1Oc2ncc(C#CC3(O)CCCC3)cc2C(=O)N([C@@H](C)CO)C[C@@H]1C	-1[16.7 µM]	-10	0	x	-8	-1.8	26
COc1ccc2[nH]c3c(c2c1)CCN1C(=O)C(CC(=O)NCc2ccc(OC)c(OC)c2)C[C@H](C(=O)N(C(C)C)C(C)C)[C@@]31C (stereo partly drawn)	1	5	-40	25	5	-4.2	-13
O=C(O)CNS(=O)(=O)c1ccc2c(c1)CCCC2	4	0	-2	-3	-2	-1.0	11

An excerpt of these results, as comma-separated lines:
structure,miR122 inh,DENV2 CPE rescue,FN deposition inh,PAX8 reporter,EWS-Fli inh,F508del corr,INS-1E GSIS act
COc1cccc2c(C)nc(Nc3nc(CSc4nnc(C)s4)cc(=O)[nH]3)nc12,-15,x,11,11,x,x,x
O=C(OCc1nnc(-c2ccccc2)o1)c1cc(S(=O)(=O)N2CCOCC2)ccc1F,-1,11,-5,0,0,0.2,-25
N#Cc1cccc(OCC(=O)NC(=O)NCc2ccccc2)c1,x,-1,0,12,3,-2.8,13
Cc1ccc(/C=N/NC(=O)Cn2cnc3ccccc32)o1,4,x,-3,5,x,x,x
Cc1cccc(OCCCC(=O)Nc2ccc(Br)cc2)c1,-3,x,0,1,x,x,x
CC=Cc1ccc2n(c1=O)C[C@@H]1[C@@H](CO)[C@H](C(=O)NCC3CC3)[C@H]2N1C(=O)c1ccccc1 (mixture of isomers),3[16.7 µM],u,x,-1,3,-0.2,0
CN(C1CCCC1)C1CCN(C(=O)CNC(=O)/C=C/c2cccc(C(F)(F)F)c2)CC1,10,-16,0,4,2,0.6,7
O=C(NC1=NCCS1)c1ccc(Br)s1,-5,x,-2,x,x,x,20
COc1ccc(/C=N/n2c(=O)[nH]c3c([nH]c4ccc(C)cc43)c2=O)cc1CN1CCOCC1,-5,-2,x,x,2,0.9,-1
O=C(COC(=O)/C=C/c1ccccc1Cl)NCC1CCCO1 (stereo not drawn),-1,13,4,9,9,1.8,10
CCOc1ccc(C(=O)CCC(=O)N(CC)CC(=O)NCc2ccc(Cl)cc2)cc1,-8,4,1,4,-2,2.8,-10

(further entries)
SMILES	miR122 inh	DENV2 CPE rescue	FN deposition inh	PAX8 reporter	EWS-Fli inh	F508del corr	INS-1E GSIS act
CCN(CC)S(=O)(=O)c1cc(NC(=O)C(C)N2CCN(c3ccccn3)CC2)ccc1C (stereo not drawn)	-3	x	0	3	11	1.1	4
Cc1nc2ccc(NC(=O)c3ccc(=O)[nH]c3)cc2s1	1	-2	4	10	-1	1.5	5
CCCN(CC1CCCO1)C(=O)CCc1nnc(CCc2ccc(OC)cc2)o1 (stereo not drawn)	-7	7	-2	-35	x	2.6	14
CNC(=S)NNC(=O)c1ccccc1F	x	-6	-1	-7	-1	x	8
Cc1ccc(C)c(-c2ccc(=O)n(Cc3ccc(F)cc3Cl)n2)c1	-2	3	3	7	10	-2.5	-25
CC1CN(S(=O)(=O)c2ccc(C(=O)N3CCc4ccccc43)cc2)CC(C)O1 (stereo not drawn)	-7	12	-3	-11	8	16*	-5
COC(=O)C1CC(c2ccccc2)N(c2ccccc2)O1 (stereo not drawn)	x	8	1	8	0	1.2	1
NC(=O)COC(=O)c1ccc(S(=O)(=O)NCc2ccco2)cc1	x	u	x	-5	9	-0.1	14
CCCNC(=O)N1[C@H](CO)[C@@H](c2ccccc2)[C@@H]1C#N	x	u	-1	-20	-2	0.6	6
O=C(OCC(=O)N1CCc2ccccc2C1)c1ccc(N2CCOCC2)c([N+](=O)[O-])c1	-1	x	21	14	x	x	11
CCCCn1c(Nc2ccc(OC)cc2)nc2ccccc21	9	-1	-4	-4	-17	-1.8	x
Cc1ccc(S(=O)(=O)Nc2ccc(C(=O)N3CCN(c4ccccc4O)CC3)cc2)cc1[N+](=O)[O-]	2	-5	-8	17	-2	-0.6	-6
Cc1nn(-c2ccccc2)c(Cl)c1C(=O)NCC1CCCO1 (stereo not drawn)	-7	16	-1	-22	-4	-1.5	5
Cc1ccc(C(=O)N2C3=C(CCCC3)C(=O)NC23CCCCC3)cc1	x	2	0	-2	2	-1.2	-4
COc1cccc(CN2CCNC(=O)C2CC(=O)NCCN2CCOCC2)c1OC (stereo not drawn)	-1	-14	x	7	4	1.8	10
C[C@@H]1CN([C@H](C)CO)S(=O)(=O)c2ccc(C#CC(C)(C)O)cc2O[C@H]1CN(C)C(=O)CC1CC1	2[16.7 µM]	13	-6	x	-8	-0.4	15
CCCC#Cc1cnc2c(c1)C(=O)N([C@@H](C)CO)C[C@H](C)[C@H](CN(C)C(=O)C1CCOCC1)O2	3[16.7 µM]	16	x	x	-7	-2.1	2
O=S1(=O)CC/C(=N\O)c2ccccc21	-8	x	-2	7	x	x	x
O=C(N/N=C/c1ccccn1)C(=O)N1CCCCCC1	x	1	-4	-24	7	0.9	13
